# TLR4-MyD88 BLA: inhibitors of TLR4-MyD88 association in cells, primary screen, cell-based, HeLa CL3-4, BLA complementation, FRET ratio; HeLa CL3-4 TLR4/MyD88 BLA complementation; Toll-like receptor 4 (Homo sapiens) + Myeloid differentiation primary response protein …; inhibition, % at 8.4 µM; hit rate 0.18% among 200,000; in the data active means inhibition above about 25%;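 further: 0% = vehicle and 100% = reference inhibitor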
# Lmaj promast: Leishmania major promastigote growth inhibition, primary screen; Leishmania major promastigotes, resazurin fluorescence viability; inhibition, % at 10 µM; hit rate 9% among 200,000; in the data active means inhibition above about 50%;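 further: promastigotes grown with compound for 44 hours at 28 °C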
# S1P3 antagonist: S1P3 receptor antagonists, primary screen, cell-based | AID 485, 2006 | Sphingosine 1-phosphate receptor 3 (Homo sapiens), Q99500 | inhibition, % at 4.98 µM | CHO S1P3 NFAT-BLA reporter, FRET fluorescence, antagonist mode | hit rate 0.27% among 170,000;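 active means inhibition above the plate cutoff, the mean inhibition of test wells on that plate plus 3 SD, cut at about 28% in these data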;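 further: cells challenged with S1P at its EC80 of 0.8 µM; blue over green emission ratio from cleaved BLA substrate after 4 h stimulation; 0% = S1P-stimulated wells and 100% = unstimulated DMSO-only wells; some compounds past the cut are filed as inactive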
# ROMK primary: ROMK potassium channel modulators, primary screen, cell-based, thallium flux, MLSMR library. hit rate 2% among 130,000. B-score at 10 µM. ATP-sensitive inward rectifier potassium channel 1 (Homo sapiens), P48048. Tet-inducible ROMK, thallium flux fluorescence; actives lie on both sides. AID 1918, 2009;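 active means signal ratio slope over the read window, or its plate-corrected B-score, at least 3 SD from the plate mean, either direction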;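 further: B-score of the F/F0 ratio slope over 7 to 12 s after thallium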
# Target sequence (P48048 whole entry, looked up): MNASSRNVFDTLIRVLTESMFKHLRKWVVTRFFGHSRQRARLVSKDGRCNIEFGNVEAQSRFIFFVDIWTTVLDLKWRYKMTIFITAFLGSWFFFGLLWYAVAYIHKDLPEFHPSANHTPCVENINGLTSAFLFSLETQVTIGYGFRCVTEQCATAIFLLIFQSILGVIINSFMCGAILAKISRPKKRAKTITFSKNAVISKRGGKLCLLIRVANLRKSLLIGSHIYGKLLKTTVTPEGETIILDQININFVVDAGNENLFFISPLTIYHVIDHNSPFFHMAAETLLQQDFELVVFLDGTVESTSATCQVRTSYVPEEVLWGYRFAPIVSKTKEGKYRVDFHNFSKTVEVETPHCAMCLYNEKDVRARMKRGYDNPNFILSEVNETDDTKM
# DTT redox prof: compounds producing H2O2 with reducing agent – biochemical, NIH compound library profiling, artefact control for MLSCN library redox annotation, primary screen; activation, % at 10 µM; DTT-dependent redox cycling H2O2, phenol red/HRP absorbance; 100% = 100 µM peroxide control, 0% = buffer; hit rate 0.03% among 200,000; AID 878, 2007;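 active means activation of at least 50% relative to the plate's high and low controls in the primary single-dose screen; inactive means activation below 50%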;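 further: compound incubated with DTT at 0.8 mM final as the reducing agent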
# bIAP act: bovine intestinal alkaline phosphatase activators, primary screen, biochemical, bovine IAP, CDP-star luminescence; alkaline phosphatase, intestinal [Bos taurus]; purified bovine IAP, 30 min; active compounds read high; fold of DMSO-control signal, blank-subtracted; activation factor at 20 µM; hit rate 0.17% among 200,000; AID 1016, 2008;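 active means activation factor of 2 or more at 20 µM, a signal rise over negative controls twice the positive control's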
# bIAP inhibitor: bovine intestinal alkaline phosphatase inhibitors, primary screen, selectivity assay for TNAP inhibitor project, biochemical, bovine IAP, CDP-star luminescence. alkaline phosphatase, intestinal [Bos taurus]. purified bovine IAP, 30 min. inhibition, % at 20 µM. 190,000 tested, under 10 active;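 active means over 50% inhibition of intestinal alkaline phosphatase at 20 µM in the single-dose screen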
#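 test system = bovine IAP enzyme | medium = DEA buffer 100 mM, pH 9.8, with MgCl2 1.0 mM, ZnCl2 0.02 mM | detection = luminescence | dosing = single compound dose of 20 µM, 2% DMSO final | incubation = 30 min reaction at room temperature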
# SRC2 TRFRET art: TR-FRET signal artefacts, primary screen, artefact control for PPARgamma SRC-2 agonist project, biochemical. TR-FRET artefact counter-screen; active compounds read high. TR-FRET ratio at 8 µM. hit rate 0.4% among 200,000; in the data active means TR-FRET ratio above about 2000; further: inactives centre near 1500
# PPARg SRC-2 ag: agonists of PPARg-SRC-2 recruitment, primary screen, biochemical, HTS; hit rate 0.34% among 200,000; activation, % at 8 µM; PPARgamma LBD-SRC-2 recruitment; in the data active means activation above about 22%;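 further: 0% = vehicle and 100% = reference agonist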
# Target sequence (P37231 whole entry, looked up, the tested form may be a part): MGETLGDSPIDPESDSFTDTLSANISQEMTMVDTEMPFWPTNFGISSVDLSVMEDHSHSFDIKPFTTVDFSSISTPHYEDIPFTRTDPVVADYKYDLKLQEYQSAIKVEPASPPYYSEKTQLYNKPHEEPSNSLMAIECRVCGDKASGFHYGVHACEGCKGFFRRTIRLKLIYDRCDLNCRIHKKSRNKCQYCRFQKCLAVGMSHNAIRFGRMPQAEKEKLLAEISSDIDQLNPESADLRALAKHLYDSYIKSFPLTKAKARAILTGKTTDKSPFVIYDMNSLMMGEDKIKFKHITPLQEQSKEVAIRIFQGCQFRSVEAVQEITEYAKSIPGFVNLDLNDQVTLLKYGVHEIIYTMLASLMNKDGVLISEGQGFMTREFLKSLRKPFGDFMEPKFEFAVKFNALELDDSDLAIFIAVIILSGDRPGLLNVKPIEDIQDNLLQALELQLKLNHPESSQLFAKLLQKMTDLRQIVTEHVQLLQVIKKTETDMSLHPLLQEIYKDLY
# PPARg SRC1 recr: PPARgamma agonists recruiting SRC-1 coactivator, primary screen, biochemical | Peroxisome proliferator-activated receptor gamma (Homo sapiens), P37231 | hit rate 0.41% among 200,000 | AID 631, 2007 | activation, % at 8 µM | PPARgamma-SRC-1 coactivator recruitment biochemical assay; in the data active means activation above about 19%;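 further: 0% = DMSO and 100% = reference agonist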
# PPARg SRC-3 ag: PPARgamma agonists recruiting SRC-3 coactivator, primary screen, biochemical. biochemical PPARgamma/SRC-3 coactivator recruitment assay. activation, % at 8 µM. hit rate 0.26% among 200,000. AID 731, 2007; in the data active means activation above about 23%;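 further: 0% = DMSO and 100% = reference agonist; some compounds past the cut are filed as inactive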
# * = called active by the depositor; x = no result given.
SMILES,TLR4-MyD88 BLA,Lmaj promast,S1P3 antagonist,ROMK primary,DTT redox prof,bIAP act,bIAP inhibitor,SRC2 TRFRET art,PPARg SRC-2 ag,PPARg SRC1 recr,PPARg SRC-3 ag
CC1(C)CC2CC(C)(CN2S(=O)(=O)c2cccc(N)c2)C1 (stereo not drawn),0,5,x,0.016,1.1,0.9,13,1397,15,-4,9
CCCCC(=O)Nc1cccc(C(C)O)c1 (stereo not drawn),0,-6,6,-0.0057,-0.4,0.9,5,1492,11,10,-1
CN(c1ccc([N+](=O)[O-])cc1C(N)=O)C1CCCCC1,10,-4,4,-1.5,0.3,0.8,22,1642,1,0,4
C[C@@H](C(=O)NCc1ccccc1)N1C(=O)C2CC=CCC2C1=O (stereo partly drawn),-9,-2,x,0.28,0.6,1.1,-5,1439,9,-5,8
CCN1CCCC1CNC(=O)CN1C(=O)COc2ccc(C)cc21 (stereo not drawn),-5,-6,-17,x,-0.5,1.1,-10,1680,6,4,7
COc1cc(S(=O)(=O)N2CCN(c3ccccc3)CC2)ccc1F,17,-7,6,-0.54,-0.9,1.1,-11,1619,9,2,6
O=C(CNC(=O)c1ccccc1)Nc1cccc(C(F)(F)F)c1,4,-5,-6,x,0.2,1.4,-43,1428,4,6,-4
Cc1ccc(-c2nc(CS(=O)(=O)CC(=O)NCCCN3CCN(C)CC3)c(C)o2)cc1,-3,3,5,x,2.4,1.1,-8,1426,5,-3,10
Cc1ccc(CNC(=O)CNS(=O)(=O)c2ccc3nc(C)sc3c2)cc1,-14,-1,-6,-1.6,-1.6,1.3,-32,1532,8,6,5
CCOC(=O)C(=CNc1cc(C)nn1-c1ccccc1)C(=O)OCC,2,-1,x,x,2.2,1,0,1555,-2,2,-4
CCCCN1C(=O)C(NC(C)=O)c2cc(Br)ccc21 (stereo not drawn),4,-5,18,-1.6,-0.3,1,-2,1351,-11,-10,-4
CC(=O)N1C(C(=O)O)CSC1c1cccc(C)c1 (stereo not drawn),-10,-7,x,-0.0037,0.2,1,1,1474,-1,3,-7
O=C(COC(=O)Cc1ccccc1F)Nc1ccc2c(c1)OCCO2,1,-5,-5,0.17,-0.5,0.9,8,1474,8,6,1
Cc1nn(C)cc1/C=C/C(=O)c1cccs1,-1,15,x,0.022,-0.5,1.1,-6,1560,-3,-5,4
CCOc1ccc(CCNC(=O)C2CCC(=O)N2CCc2ccccc2)cc1OCC (stereo not drawn),6,0,x,x,0.5,1,-3,1505,-2,-1,-9
COCCOC(=O)C1=C(C)NC(=O)NC1c1ccc(OC(=O)c2ccco2)c(OC)c1 (stereo not drawn),0,0,-64,1.1,1.8,1,2,1548,-1,-8,-4
Cc1ccc(/C=C/C(=O)N2CC(=O)Nc3ccccc32)o1,-18,-5,14,1,-2.6,1,0,1713,9,4,1
Cc1ccsc1C(=O)Nc1ccc(F)c([N+](=O)[O-])c1,8,42,7,0.19,-0.6,1.1,-7,1484,2,5,5
CCn1c(COc2ccc(=O)n(-c3ccccc3)n2)nnc1SC,2,-6,-9,-0.1,-0.6,1,-2,1738,6,2,5
O=C(NCC(=O)N(c1ccc2c(c1)OCO2)C(C(=O)NC1CCCC1)c1ccncc1)c1ccco1 (stereo not drawn),6,-2,-14,0.19,0.1,1,-1,1741,10,2,7
CC1=C(C(=O)OCc2ccc(C)cc2)C(c2ccc(O)c([N+](=O)[O-])c2)NC(=O)N1 (stereo not drawn),1,-1,-3,-0.023,0.1,1.1,-12,1610,5,-7,1
CC(C)C(Nc1ncnc2c1oc1ccccc12)C(=O)O (stereo not drawn),-5,-1,1,x,-0.4,1.1,-11,1507,-2,2,1
O=C(COc1cccc(Cl)c1Cl)Nc1ccc2c(c1)CCC2,-6,-5,-14,x,0.8,0.9,6,1316,0,-5,1
COc1ccc(C2C(C#N)=C(N)Oc3c2ccc2cccnc32)cc1OC (stereo not drawn),10,5,-19,6.7*,-0.4,1,-3,1468,-6,-7,-1
CCOC(=O)C1C(C)=CC(=O)CC1c1ccco1 (stereo not drawn),3,-4,1,x,1.1,0.9,7,1704,3,-3,8
Cc1cc(C)c2c(c1)/C(=N/NS(=O)(=O)c1ccc(Br)cc1)CCC2,6,2,x,-0.01,0.1,0.9,10,1427,1,-5,-6
Cc1c(-n2c(O)c(C3=c4ccccc4=NC3=O)sc2=S)c(=O)n(-c2ccccc2)n1C,4,1,-9,-1.6,-0.8,1.2,-17,1337,4,1,5
CC1CCCN(C(=S)Nc2ccc(F)cc2)C1 (stereo not drawn),16,-1,-14,-0.38,-0.4,1.1,-12,1526,0,8,-2
CCOc1ccccc1NC(=O)CCn1cccc1,-4,0,-2,-0.08,0.4,1,3,1398,-9,0,4
Cc1ccc(-c2nnn(CC(=O)N(CC(=O)NCc3ccccc3)c3cccc(C)c3C)n2)o1,-1,23,-34,0.14,-4.0,1.1,-9,1591,5,3,6
O=C(COc1ccc(Cl)cc1)Nc1ccc(C(=O)NCc2cccnc2)cc1,2,7,x,x,2.3,1,-2,1560,-10,-4,6
CCOC(=O)c1oc2ccccc2c1CSc1nnnn1-c1ccc(OC)cc1,-21,-1,2,x,3.8,1,2,1664,4,3,-5
Fc1ccc(/C=N/Nc2ccccn2)cc1,-3,69*,-2,0.86,0.0,0.7,26,1504,-1,10,0
CC1(C)Oc2ccc3ccc(=O)oc3c2-c2cn[nH]c21,-7,37,-17,x,0.4,1,1,1405,15,5,6
S=C(NCC1CCCO1)Nc1ccccc1Cl (stereo not drawn),-14,64*,-6,x,x,1.1,-12,1603,-1,1,2
CC(=O)Nc1ccc2nc(-c3ccccc3)cn2c1,6,4,1,-1.2,-0.3,1,0,1519,7,0,4
CC1CCN(CC(C)CNC(=O)c2cc(-c3ccccn3)nc3ccccc23)CC1 (stereo not drawn),8,-3,x,x,1.6,1,-2,1534,-2,-4,-5
CCCC(N)CCCCCC(=O)O (stereo not drawn),8,-4,20,x,-0.8,0.9,14,1332,-1,0,2
COc1cc(OC)cc(C(=O)NCc2n[nH]c(=S)n2-c2ccccc2OC)c1,0,-8,-47,-0.23,0.0,0.8,24,1714,7,5,11
O=S(=O)(NCc1ccccc1)c1cccc2nonc12,4,0,6,-0.18,2.9,0.9,10,1294,-3,-10,6

# Copied from the list:
# Value for O=C(COc1cccc(Cl)c1Cl)Nc1ccc2c(c1)CCC2 in S1P3 antagonist: -14
# Value for CCOC(=O)C(=CNc1cc(C)nn1-c1ccccc1)C(=O)OCC in bIAP inhibitor: 0
# Value for Cc1nn(C)cc1/C=C/C(=O)c1cccs1 in ROMK primary: 0.022

# Returning to the listing, starting two compounds before the break.
SMILES,TLR4-MyD88 BLA,Lmaj promast,S1P3 antagonist,ROMK primary,DTT redox prof,bIAP act,bIAP inhibitor,SRC2 TRFRET art,PPARg SRC-2 ag,PPARg SRC1 recr,PPARg SRC-3 ag
COc1cc(OC)cc(C(=O)NCc2n[nH]c(=S)n2-c2ccccc2OC)c1,0,-8,-47,-0.23,0.0,0.8,24,1714,7,5,11
O=S(=O)(NCc1ccccc1)c1cccc2nonc12,4,0,6,-0.18,2.9,0.9,10,1294,-3,-10,6
CCc1nnc(NS(=O)(=O)c2ccc(N=Cc3c(C)[nH]n(-c4cccc(Cl)c4)c3=O)cc2)s1,-10,-7,4,x,0.1,1.1,-8,1525,0,-4,-2
O=C(/C=C/NNC(=O)c1ccccc1)c1ccc([N+](=O)[O-])cc1,0,79*,-12,1.5,-2.2,0.9,8,1429,-7,-4,2
Cc1ccccc1NC(=O)c1nc2nccc(C)n2n1,-2,-3,-2,-0.066,-0.1,1,4,1606,1,-3,-1
Cc1nc2ncnn2c(C)c1CCC(=O)N1CC(C)CC(C)C1 (stereo not drawn),6,-1,x,-1.6,0.0,0.9,13,1570,-2,-7,-4
COc1ccc(NS(=O)(=O)c2coc(C(N)=O)c2)cc1Cl,-13,-1,-11,x,-0.2,1,0,1576,5,2,4
COc1cc(NC(=S)N2CCN(C)CC2)c(OC)cc1Cl,2,5,-6,0.094,0.4,1,4,1808,6,6,7
Cc1ccc(NC(=O)c2ccc(-n3cccn3)nc2)cc1,4,-6,-4,1.6,-0.3,1.1,-6,1485,1,0,2
Cc1ccc(-c2nc3ccccn3c2C=O)cc1,-20,4,-18,-0.64,-2.7,1,0,1503,1,-4,3
Nc1c(S(=O)(=O)c2cccs2)c2nc3ccccc3nc2n1CCc1ccccc1,-12,76*,x,x,-4.2,0.9,11,1746,15,-1,10
O=C(Nc1ccccc1)C1=C[C@@H](c2csc3ccccc23)C[C@@H](OCc2ccc(CO)cc2)O1,2,58*,3,x,-0.5,0.9,7,1548,0,7,-2
COc1ccc(C(=O)n2nc(-c3ccc(OC)cc3)nc2N)cc1,-17,0,-21,2.1,0.2,1,0,1681,6,3,2
Cc1nn(-c2cc(C(F)(F)F)ccc2Cl)c2nc(C(F)(F)F)[nH]c(=O)c12,-15,5,-10,-0.39,-0.2,1,-1,1516,-2,-7,-3
CC(NC(=O)c1ccco1)C(=O)OCC(=O)c1ccc(Cl)s1 (stereo not drawn),4,0,-5,0.27,-0.2,1,-2,1398,11,7,2
Cc1ccccc1CSCc1nc(N)nc(Nc2ccccc2C)n1,17,16,-2,-1.2,0.2,1,5,1538,3,-5,0
O=C(CCCCCn1c(=S)[nH]c2ccc(N3CCOCC3)cc2c1=O)NCc1ccccc1,2,-8,-19,-0.03,-0.4,1,-4,1571,9,4,4
Cc1sc2nc(SCc3nc4ccccc4[nH]3)n(Cc3ccco3)c(=O)c2c1C,3,25,22,x,-0.8,1.1,-12,1596,9,9,3
CC(C)(C)c1ccc(C(=O)NCc2cccnc2)cc1,8,-4,75*,-1.4,0.3,1,-4,1645,-5,3,-13
COc1cccc(/C=C/C(=O)c2c(O)cc(C)oc2=O)c1O,26*,97*,x,-5.9*,0.0,0.8,16,1398,4,7,4
NC(=O)CC[C@@H]1NC(=O)[C@@H]2CCCN2C(=O)c2cc([N+](=O)[O-])cc(I)c2NCCC[C@@H](C(=O)NC(CC(=O)O)C(N)=O)NC1=O (stereo partly drawn),-12,-6,-20,0.19,1.0,0.9,9,1473,6,7,4
C/C(=N\OC(=O)c1ccc(Cl)cc1)c1nccs1,-1,-6,x,x,1.3,1,-2,1554,6,4,11
NC(=O)COc1ccc(C2c3c(oc4ccccc4c3=O)C(=O)N2CC2CCCO2)cc1 (stereo not drawn),9,-5,-26,x,3.5,1,1,1368,-10,0,-6

# Screens (PubChem)
